Screening data (PubChem)
BRCA1 expr act – BRCA1 expression activation. MCF7-BRCA1-FFLuc reporter, luminescence, 48 h; response scale: scaled: vehicle 0%, 10 µM genistein 100%. Potency, µM (doses to about 46.1 µM), without a hit: at the top dose activation, usual class: activators. 380,000 tested, 1.1% active. AID 624202; further: potency means the concentration at half of the fitted maximal effect; nearly all actives have a fitted effect of over 80% in size; some results filed as inactive show a strong effect at the top dose
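Cells: MCF7-BRCA1-FFLuc, 2000/well. Exposure: 48 h, 37 °C, 5% CO2. Read: luminescence, 15 min post-substrate. Controls: genistein 10 microM (maximal activation), DMSO (neutral).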
p53 reactivator – restores transcriptional activity of mutant p53; H1299 p53-A138V BP100-luciferase reporter, luminescence, 24 h; Potency, µM (highest dose often 92.2 µM), without a hit: at the highest dose activity change, positive = activation, actives largely listed as activators; 320,000 tested, 0.063% active; further: potency means the concentration at half of the fitted maximal effect; % of control where 0% means no effect; nearly all actives have a fitted effect of over 45% in size
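H1299 (p53-null), stable ts p53-A138V + BP100-Luc; 1000 cells/well, Opti-MEM/10% FBS; cpd 4 pt, 1:5; 24 h, 37 deg C, 5% CO2; detection reagent 10 min RT; luminescence.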
PTAP TSG101 blk – blocks PTAP/TSG101 interaction to inhibit HIV-1 budding; Fluorescence polarization, FITC-PTAP peptide / Tsg101 binding; Potency, µM (highest dose often 115 µM), for the others: top-dose activity change, negative = inhibition, most hits filed as inhibitors; 340,000 tested, under 10 active; AID 493005; active means well fitted inhibition curve with a large enough effect in the main read-out, with a control signal flat, not every such curve was filed as active; inconclusive means small, poorly fitted or top-dose-only effect, or effect the other way, or a change in a side signal; inactive means no such curve, though single readings can be large or run the other way; further: potency means the concentration at half of the fitted maximal effect; % of control where 0% means no effect
Target sequence (Q99816 whole entry, looked up): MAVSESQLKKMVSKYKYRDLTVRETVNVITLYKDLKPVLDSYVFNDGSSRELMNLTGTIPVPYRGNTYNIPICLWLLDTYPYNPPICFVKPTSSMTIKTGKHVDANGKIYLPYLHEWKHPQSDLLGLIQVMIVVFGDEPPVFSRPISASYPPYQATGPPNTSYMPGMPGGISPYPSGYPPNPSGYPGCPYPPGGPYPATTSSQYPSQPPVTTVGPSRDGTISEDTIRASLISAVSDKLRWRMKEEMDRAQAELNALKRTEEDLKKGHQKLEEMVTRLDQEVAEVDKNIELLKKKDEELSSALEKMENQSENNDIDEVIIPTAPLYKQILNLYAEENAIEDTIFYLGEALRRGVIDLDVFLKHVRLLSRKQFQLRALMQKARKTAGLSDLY
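FP read-out: FITC-PTAP peptide, 50 nM final, binding Tsg101 binding domain, 10 uM final; 20 min, r.t.; 10 mM HEPES pH 7.5, 0.15 M NaCl, 0.01% Tween 20, 3 mM EDTA, 0.1 mM TCEP.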
ELG1 repair inh – blocks ELG1-dependent DNA repair in HEK293T cells | 330,000 tested, 2.3% active | HEK293T ELG1-luciferase reporter, luminescence, 16 h; DNA damage induced by 5-fluorouridine | AID 504467 | Potency, µM (doses to about 46.1 µM), inactives show at the highest dose activity change, negative = inhibition, usual class: inhibitors; further: potency means the concentration at half of the fitted maximal effect; on the % scale 0 is the no-effect control and ±100 the full control effect; nearly all actives have a fitted effect of over 55% in size
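In this reporter screen, reduction of luminescence relative to DMSO vehicle indicated activity. Compounds and 5-fluorouridine were added together to 2,000 cells per well, incubated for 16 hr at 37 °C, then developed with ONE-Glo.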
TRPV1 agonist – agonists of human vanilloid receptor 1 (TRPV1) | Q8NER1 | TRPV1-expressing cells, Fluo-8 calcium influx, agonist mode | activation, % at 8.33 µM | 320,000 tested, 0.19% active | AID 540275; in the data active means activation above about 80%; inconclusive means between about 30% and that limit; further: 0% is about no effect
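TRPV1-expressing cells were cultured overnight at 35.5C and loaded with Fluo-8 calcium dye for 40 to 90 min at room temperature. After a 10 s baseline, compound was added and calcium influx was read kinetically for 3 min (ex 480/em 520 nm).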
Integrin act MD – activates integrin-mediated alleviation for muscular dystrophy; alpha7betagal myoblasts, beta-gal FDG fluorescence, 48 h; Potency, µM (highest dose often 38.3 µM), without a hit: at the top dose activation, usual class: activators; 350,000 tested, 0.064% active; AID 624291;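 further: potency means the concentration at half of the fitted maximal effect; 100% = response of the positive control SU9516; nearly all actives have a fitted effect of over 60% in size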
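alpha7betagal+/- myoblasts (passage 13, 250/well) treated 48 h at 37C with compounds at 1:260 dilution of DMSO stock. Lysed, then beta-galactosidase activity read as FDG fluorescence (ex 480/em 540) after 30 min, with pre-read for autofluorescence.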
A-T KAP1 phos – potential ataxia-telangiectasia treatment | 320,000 tested, 0.19% active | Potency, µM (highest dose often 57.5 µM), for inactives: at the top dose activation, hits mostly activators | AID 485349 | […] A-T fibroblasts, KAP-1 phosphorylation AlphaLISA; neocarzinostatin DNA damage 30 min before lysis; further: potency means the concentration at half of the fitted maximal effect; % of control where 0% means no effect; nearly all actives have a fitted effect of over 45% in size
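hTERT-immortalized A-T patient fibroblasts ([…]), 500 cells/well in OPTI-MEM, 1% FBS, got compounds for 60 min, then NCS for 30 min at 37C. Lysates were then assayed for phospho-KAP-1 by AlphaLISA (anti-pKAP1 donor, anti-KAP1 acceptor beads), 6 hr at 25C.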
CXXC DNA block – MLL CXXC-DNA interaction inhibition. 290,000 tested, 0.037% active. Potency, µM (series often up to 115 µM), for the others: at the highest dose activity change, negative = inhibition, usual class: inhibitors. Q03164. AID 2662. MLL-CXXC / FITC-HOXA9 DNA fluorescence polarization; active means well fitted inhibition curve with a large enough effect in the polarisation, with a control signal flat, not every such curve was filed as active; inconclusive means small, poorly fitted or top-dose-only effect, or effect the other way, or a change in a side signal; inactive means no such curve, though single readings can be large or run the other way; the % refers to the polarisation; further: potency means the concentration at half of the fitted maximal effect
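Fluorescence polarization: 7 uM MLL-CXXC (stock) preincubated 5 min with compounds, then 50 nM fluorescein-HOX-A9 DNA (stock) added; 30 min ambient. Buffer 50 mM Tris-HCl pH 7.5, 50 mM NaCl, 1 mM DTT, 0.05% BSA.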
TCR act – activates T cell receptor signaling; primary human leukocytes, anti-CD3, IL-2 HTRF, 48 h; Potency, µM (doses to about 9.22 µM), without a hit: at the highest dose activation of IL-2 secretion, actives largely listed as activators; AID 504894; 330,000 tested, under 10 active; further: % of control where 0% means no effect
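Primary human leukocytes receive a-CD3 beads and test compound and are incubated 48 hr. Secreted IL-2 is then assayed by HTRF, measuring 665nm acceptor emission after 320nm excitation of the europium donor.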
B2AR arrestin – agonists driving beta-arrestin recruitment to human beta2-adrenergic receptor; Potency, µM (highest dose often 46.1 µM), inactives show at the top dose activation, most hits filed as activators; AID 492947; 330,000 tested, 0.02% active; beta-arrestin recruitment to beta2AR, cell-based reporter; P07550;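 further: potency means the concentration at half of the fitted maximal effect; 0% = DMSO controls and full agonism = EC100 isoproterenol or metaproterenol; nearly all actives have a fitted effect of over 65% in size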
Target sequence (P07550 whole entry, looked up): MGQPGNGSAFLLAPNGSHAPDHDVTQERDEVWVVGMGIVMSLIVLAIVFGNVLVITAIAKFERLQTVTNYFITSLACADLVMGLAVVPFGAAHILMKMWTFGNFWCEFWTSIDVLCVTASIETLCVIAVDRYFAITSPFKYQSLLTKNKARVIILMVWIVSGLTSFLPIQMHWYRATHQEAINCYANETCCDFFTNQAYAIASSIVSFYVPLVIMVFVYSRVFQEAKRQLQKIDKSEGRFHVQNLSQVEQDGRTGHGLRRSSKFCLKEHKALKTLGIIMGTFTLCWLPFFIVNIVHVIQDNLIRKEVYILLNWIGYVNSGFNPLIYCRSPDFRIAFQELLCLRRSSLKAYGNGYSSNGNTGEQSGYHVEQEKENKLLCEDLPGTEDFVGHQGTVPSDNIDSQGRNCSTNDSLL
Active calls of the source: *; ? = inconclusive; nt = no result given; [ ] = another dose, or the depositor's remark. Unless noted, the call rests on the fitted dose curve; in most records, active means well fitted curve in the direction sought with a large enough effect; inconclusive means small, poorly fitted or top-dose-only effect, or another doubt; inactive means no such curve, though single readings can be large; an effect the other way counts as inactive or inconclusive.

SMILES | BRCA1 expr act | p53 reactivator | PTAP TSG101 blk | ELG1 repair inh | TRPV1 agonist | Integrin act MD | A-T KAP1 phos | CXXC DNA block | TCR act | B2AR arrestin
O=C(O)c1c[nH]c(=S)n1-c1ccc(F)cc1 | -10.5% | -5.1% | 0.0% | 1.6% | 1.1 | 6.4% | 0.2% | -9.1% | 3.5% | 0.1%
Cc1c(C(=O)N2CC(C(=O)N3CCCCC3)Oc3ccccc32)oc2ccccc12 (stereo unspecified) | -39.3% | -2.7% | -2.1% | -29.8% | ? | 5.8% | 22.4% | nt | 7.2% | 0.4%
Cc1ccc(Sc2ncccc2C(N)=O)cc1 | 0.0% | nt | -1.1% | nt | nt | 0.7% | nt | nt | 6.5% | nt
O=C(NCc1ccccc1CN1CCCC1)c1ccc(Cl)c(N2CCCC2=O)c1 | 1.7% | -1.0% | -1.9% | 13.1% | 0.1 | 12.4% | 0.6% | nt | 6.1% | -0.8%
CN(C)S(=O)(=O)c1ccc(N2CCCC2)c(C(=O)NCC2COc3ccccc3O2)c1 (stereo unspecified) | -27.1% | -2.0% | -0.2% | -9.3% | 5.7 | 6.0% | -4.1% | nt | 4.2% | 0.0%
C/C(=N/NC(=O)CNC(=O)COc1ccccc1)c1ccc(Cl)cc1 | -2.3% | 4.3% | -11.6% | 27.3% | 0.3 | 0.0% | -2.6% | -0.5% | 1.2% | -0.1%
CCc1cccc(CC)c1NC(=S)NCC(c1cccnc1)N1CCOCC1 (stereo unspecified) | 4.0% | -12.2% | -0.7% | 5.2% | 4.0 | -18.5% | -1.5% | 10.5% | -0.3%[46.1 µM] | -0.1%
Cc1cccc(C)c1OCc1nc2ccccc2c(=O)n1/N=C/c1c[nH]c2ccccc12 | -101.0% | -19.9% | -0.6% | 8.2µM* | 4.3 | -46.0%[inhibitor] | -3.4% | -1.5% | 5.7%[46.1 µM] | -0.5%
CC1CCC(NC(=O)c2ccc(S(C)(=O)=O)cc2)CC1 (stereo unspecified) | 65.2% | ? | 0.3% | ? | 3.2 | -13.9% | -4.9% | 10.0% | 4.0%[46.1 µM] | ?
Cc1cccc(NC(=O)C2CCCN(C(=O)NC3CCCCC3)C2)c1C (stereo unspecified) | -1.8%[1.84 µM] | -12.6% | 0.7% | ? | -0.7 | 2.1% | 9.9% | -2.5% | -0.6% | 0.1%
CCOC(=O)N1CCN(S(=O)(=O)c2ccc(C(=O)NNc3nc4c(C)cccc4s3)cc2)CC1 | -75.9% | 29.7% | 0.7% | nt | 0.0 | -43.2% | 5.3% | 0.4% | 2.8% | 8.6%
COC(=O)c1ccc(NC(=O)CN(C2CCCCC2)S(C)(=O)=O)cc1 | -21.9% | -0.5% | -4.6% | -3.5% | 5.2 | 8.3% | 11.1% | 12.0% | -1.8% | -0.5%
O=C(O)CCC(=O)N1N=C(c2ccco2)CC1c1ccco1 (stereo unspecified) | -25.8% | 6.2% | -1.7% | -3.6% | 1.7 | -8.8% | 5.9% | 8.0% | nt | -0.2%
CN(CC(=O)Nc1ccccc1Cl)C(=O)c1ccc(N2C(=O)CCC2=O)cc1 | -12.4% | 3.7% | -9.3% | -2.8% | 1.5 | 11.8% | 3.3% | nt | -1.2% | 0.3%
O=C(Nc1cccc2c1CCCC2)c1ccco1 | -16.8% | 4.3% | -12.1% | -1.7% | 1.4 | 2.4% | 7.4% | -4.6% | -4.5% | 0.1%
CCc1ccc[n+](-c2[nH]c(=O)sc2/C=N/N=C(\[O-])c2cccnc2)c1 | 0.0% | -2.4% | -7.6% | 12.6% | -1.3 | 10.3% | -27.2% | -24.6% | 8.0% | 0.0%
Cc1cccc(-n2nnc3c(=O)n(CC(=O)Nc4cc(C)on4)cnc32)c1 | 4.0% | -2.5% | -3.1% | -15.8% | 0.6 | -1.6% | -1.2% | -4.9% | 5.3% | -1.2%
CCCCN(C(=O)c1ccc2c(c1)OCO2)c1c(N)n(CC(C)C)c(=O)[nH]c1=O | -10.0% | -3.6% | -0.1% | 1.2% | -0.7 | 0.0% | 5.1% | nt | -3.6% | 0.3%
O=C(CCc1nnc(Cc2cccc(C(F)(F)F)c2)o1)NCC(F)(F)F | 28.7% | 0.2% | 0.1% | 21.4% | -1.7 | -8.8% | 8.1% | -3.4% | 0.6% | -0.1%
COc1ccc(Cc2nnc(NC(=O)c3ccc(OC(C)=O)cc3)s2)cc1OC | -37.1% | nt | 0.2% | -6.6% | 3.5 | 0.8% | -2.9% | 1.8% | 1.0% | -0.2%
Cc1ccc(S(=O)(=O)CC(c2ccccc2)N2CCOCC2)cc1 (stereo unspecified) | 1.5% | nt | -4.4% | nt | 0.3 | -20.3% | nt | 2.3% | nt | nt
COc1ccc2c(c1)OC[C@H]1[C@H]2N2C(=O)c3ccc(C)cc3NC(=O)[C@@]2(C)[C@H]1c1ccccc1 | -50.9% | -1.3% | 1.7% | 12.6% | nt | 0.0% | -0.3% | nt | -2.8% | ?
O=C(CCNS(=O)(=O)c1ccc(Cl)cc1)N1CCN(c2ccccn2)CC1 | -22.9% | -3.7% | -0.2% | -4.7% | 1.4 | 8.5% | -3.9% | -10.1% | 3.1% | -0.2%
O=C(CCc1nc(-c2cccs2)no1)Nc1cnc2ccccc2c1 | 15.1% | 6.1% | -1.7% | -1.7% | -5.2 | -9.6% | 11.1% | 3.2% | -5.7% | 0.7%
COc1cc(Br)c(CC(=O)NC2CC2)cc1OC | -0.5% | -3.4% | -1.2% | -0.2% | 9.3 | -19.5% | 7.8% | -3.7% | -1.3% | 0.1%
O=C(COC(=O)c1ccccc1F)NC1CCCC1 | -11.3% | 2.0% | 0.0% | 15.9% | 1.1 | 0.0% | 1.1% | -4.4% | -1.8% | -0.1%
Cn1nccc1NC(=O)COCC(=O)O | 22.1% | 9.6% | 0.2% | 3.7% | 0.4 | 6.7% | 3.3% | 0.1% | 0.2% | -0.2%
CCOC(=O)c1sc(N)c(C#N)c1CSc1nnc(C2CCCCC2)n1N | -28.1% | -1.2% | 0.3% | ? | 1.5 | -21.9% | 2.5% | 26.4% | 0.0% | 0.1%
COc1ccc(-c2cc(C(=O)NC(C(=O)O)C(C)C)c(C)o2)cc1OC (stereo unspecified) | ? | 3.4% | 0.3% | ? | 1.4 | 4.2% | 3.9% | 1.8% | -0.3% | 0.5%
OCCNC(=S)Nc1ccc(Cl)c(Cl)c1 | 3.9% | 1.2% | -0.9% | -3.0% | 9.3 | -14.3% | 2.4% | 17.0% | -1.1%[46.1 µM] | -0.7%
CC(=O)Nc1ccc(OC(=O)Oc2ccc(NC(C)=O)cc2)cc1 | -3.8% | 1.6% | -1.5% | 2.7% | -10.0 | -1.1% | 1.9% | 55.0%[activator] | -6.0% | 0.4%
COc1cccc(NC(=S)N(CCN(C)C)Cc2cccs2)c1 | -6.3% | -3.7% | -4.0% | 4.0% | 1.4 | -9.1% | -2.6% | 4.7% | 1.0% | 0.0%
Cc1nc(C)c(C(=O)C2=C(O)C(=O)N(CCN3CCOCC3)C2c2ccco2)s1 (stereo unspecified) | -11.5% | ? | -2.0% | -1.7% | -2.4 | -14.4% | 5.8% | 7.4% | -2.7% | -0.4%
CCN(CC(=O)Nc1ccc(NC(C)=O)cc1)C(=O)COc1ccccc1Cc1ccccc1 | -21.3% | -6.3% | -3.5% | -17.6% | -1.4 | 14.3% | -1.5% | 17.9% | 7.2% | -0.8%
O=c1c2nnn(Cc3ccc(Cl)cc3)c2ncn1Cc1ccc(F)cc1 | -15.3% | 10.3% | nt | ? | 17.4 | 19.0% | -1.4% | 14.6% | nt | -0.3%
O=C(/C=C/c1ccc2ccccc2n1)c1cc(Cl)ccc1O | 37.3% | ? | -3.4% | ? | 3.4 | -12.4% | -13.2% | ? | -2.9% | -0.1%
NC(=O)c1ccc(N2CCC(C(N)=O)CC2)c([N+](=O)[O-])c1 | 2.7% | -1.7% | 4.4% | 21.3% | -2.0 | -6.5% | -5.2% | 2.3% | 0.4% | -0.7%

By substructure, those above with an aryl thioether with sulfur outside any ring (2)
SMILES | BRCA1 expr act | p53 reactivator | PTAP TSG101 blk | ELG1 repair inh | TRPV1 agonist | Integrin act MD | A-T KAP1 phos | CXXC DNA block | TCR act | B2AR arrestin
Cc1ccc(Sc2ncccc2C(N)=O)cc1 | 0.0% | nt | -1.1% | nt | nt | 0.7% | nt | nt | 6.5% | nt
CCOC(=O)c1sc(N)c(C#N)c1CSc1nnc(C2CCCCC2)n1N | -28.1% | -1.2% | 0.3% | ? | 1.5 | -21.9% | 2.5% | 26.4% | 0.0% | 0.1%
